Bioassay records (PubChem)
ELG1 genotoxic: induces genotoxicity in HEK293T cells with luciferase-tagged ELG1; Potency, µM (titrated, usually from 46 µM), for the others: at the highest dose activity change, positive = activation, hits mostly activators; 330,000 compounds, 1.3% hits; AID 504466; HEK293T ELG1-luciferase reporter, luminescence, 16 h; also: potency is read from the fitted curve at half-maximal effect; % of control where 0% means no effect; nearly all actives have a fitted effect of over 60% in size
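DMSO vehicle served as control against compound-treated ELG1-luciferase HEK293T cells; exposure lasted 16 hr at 37 °C and 5% CO2, followed by ONE-Glo luminescence detection after 30 min.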
KCNH2 3.1 inh: inhibitors of human KCNH2 3.1 potassium channel isoform; U2OS KCNH2 3.1, thallium flux FluxOr; hits give low values; activity change, % (tested at about 1.8 µM); 340,000 compounds, 0.95% hits;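 active = maximum activity change below -70%; inconclusive = maximum activity change from -70% to -50%; inactive = maximum activity change above -50%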;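 also: thallium influx rate constant from kinetic fluorescence after stimulation buffer; % is scaled to controls: 0 for no effect and ±100 for the full control effect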
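Measured as rate of thallium-driven FluxOr signal in transduced U2OS cells carrying the 3.1 channel, read kinetically for 2 min upon stimulation; values are rate constants scaled to DMSO control wells.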
uPA generation: blocks generation of uPA at the cell surface | 330,000 compounds, 0.31% hits | cell surface uPA generation assay, qHTS | Potency, µM (series often up to 38.3 µM), for the others: at the top dose activity change, negative = inhibition, usual class: inhibitors; active = well fitted inhibition curve with a large enough effect; inconclusive = small, poorly fitted or top-dose-only effect; inactive = no such curve, though single readings can be large or run the other way; tested in mouse RAW 264.7 cells; also: potency is read from the fitted curve at half-maximal effect; % is scaled to controls: 0 for no effect and ±100 for the full control effect; nearly all actives have a fitted effect of over 55% in size
RORg inh: ROR gamma (mouse) transcription inhibition; Potency, µM (doses to about 53.6 µM), without a hit: at the top dose activity change, negative = inhibition, most hits filed as inhibitors; 310,000 compounds, 5.4% hits; P51450; AID 2551; Drosophila S2 Gal4-RORgamma UAS-luciferase reporter, 20 h; also: potency is read from the fitted curve at half-maximal effect; % is scaled to controls: 0 for no effect and ±100 for the full control effect; nearly all actives have a fitted effect of over 60% in size
Target sequence (P51450 whole entry, looked up, the tested form may be a part): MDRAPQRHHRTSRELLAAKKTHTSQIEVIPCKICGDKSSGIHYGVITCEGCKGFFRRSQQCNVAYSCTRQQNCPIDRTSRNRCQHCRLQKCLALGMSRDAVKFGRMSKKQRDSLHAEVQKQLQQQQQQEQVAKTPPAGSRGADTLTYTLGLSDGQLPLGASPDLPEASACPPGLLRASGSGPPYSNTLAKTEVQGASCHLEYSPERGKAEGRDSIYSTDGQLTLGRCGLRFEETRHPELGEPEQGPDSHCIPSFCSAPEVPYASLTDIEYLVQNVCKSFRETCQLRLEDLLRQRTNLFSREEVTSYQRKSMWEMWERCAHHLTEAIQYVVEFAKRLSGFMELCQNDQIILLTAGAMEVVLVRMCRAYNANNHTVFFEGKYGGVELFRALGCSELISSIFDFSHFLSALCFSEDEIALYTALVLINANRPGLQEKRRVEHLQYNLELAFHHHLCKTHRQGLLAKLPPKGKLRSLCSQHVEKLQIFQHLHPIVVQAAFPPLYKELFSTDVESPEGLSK
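A Gal4/UAS one-hybrid system in insect cells: metallothionein-promoter Gal4–ROR gamma fusion plus Photinus luciferase reporter. Copper sulfate 700 uM final, 20 hr ambient incubation, luminescent detection after 10 min with reagent.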
FLuc modulator: inhibits or activates purified firefly luciferase, miR-21 counter-screen; Potency, µM (titrated, usually from 57.5 µM), inactives show at the top dose activity change, negative = inhibition, most hits filed as inhibitors; AID 588342; purified FLuc, Km substrates, luminescence inhibition; 360,000 compounds, 6.9% hits; P08659;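 also: potency is read from the fitted curve at half-maximal effect; plate controls were vehicle for no effect and reference inhibitor for full effect; nearly all actives have a fitted effect of over 55% in size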
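Purified P. pyralis luciferase, 10 nM final, with Km-level 10 uM D-luciferin and 10 uM ATP in 50 mM Tris acetate pH 7.5, 10 mM Mg acetate, 0.01% Tween-20, 0.05% BSA; 6-point qHTS titration about 60 µM downward; luminescence read.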
Giardia kill: kills Giardia lamblia. Giardia lamblia trophozoite viability. activity change, % at 7.66 µM, hits read low. 340,000 compounds, 0.15% hits; in the data active = activity change below about -80%; inconclusive = between about -30% and that limit;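 also: parasites exposed to compound for two days anaerobically before the ATP read; % is scaled to controls: 0 for no effect and ±100 for the full control effect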
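ATP-content bioluminescence gauges trophozoite survival. Cells (100/well) receive compound and incubate anaerobically for 48 hrs at 37 deg C; detection reagent follows for 15-30 min at room temperature.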
NPC1 promoter act: activators of NPC1 promoter | 320,000 compounds, 2.4% hits | AID 485313 | Huh7 NPC1 promoter luciferase reporter, 24 h | Potency, µM (series often up to 9.22 µM), without a hit: at the top dose activation, usual class: activators;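 also: potency is read from the fitted curve at half-maximal effect; % of control where 0% means no effect; nearly all actives have a fitted effect of over 60% in size; reporter is driven by a mutant NPC1 promoter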
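Cells: Huh7 expressing luciferase under the NPC1 promoter, 1500/well. Seeded 2 h, compound added, incubated 24 h at 37 °C. Luciferase reagent, 10 min ambient, then luminescence.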
Rab9 prom act: activators of Rab9 promoter; 320,000 compounds, 2.8% hits; AID 485297; Potency, µM (titrated, usually from 9.22 µM), for the others: top-dose activation, negative = inhibition, usual class: activators; Huh7 Rab9 promoter-luciferase reporter, luminescence, 24 h; also: potency is read from the fitted curve at half-maximal effect; % of control where 0% means no effect; nearly all actives have a fitted effect of over 60% in size
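Stable Rab9-luc Huh7, 1500 cells/well, 2 h settle; cmpd in DMSO, 24 h, 37 °C/5% CO2; luciferase reagent 10 min RT; luminescence.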
Tb PFK inh: blocks T. brucei phosphofructokinase. O15648. T. brucei PFK, ADP-Glo luminescence. Potency, µM (series often up to 57.5 µM), inactives show top-dose activity, negative = inhibition, most hits filed as inhibitors. 330,000 compounds, 0.17% hits;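 also: potency is read from the fitted curve at half-maximal effect; 0% = uninhibited 1x PFK enzyme wells and -100% = no-enzyme wells; nearly all actives have a fitted effect of over 60% in size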
Target sequence (O15648 whole entry, looked up): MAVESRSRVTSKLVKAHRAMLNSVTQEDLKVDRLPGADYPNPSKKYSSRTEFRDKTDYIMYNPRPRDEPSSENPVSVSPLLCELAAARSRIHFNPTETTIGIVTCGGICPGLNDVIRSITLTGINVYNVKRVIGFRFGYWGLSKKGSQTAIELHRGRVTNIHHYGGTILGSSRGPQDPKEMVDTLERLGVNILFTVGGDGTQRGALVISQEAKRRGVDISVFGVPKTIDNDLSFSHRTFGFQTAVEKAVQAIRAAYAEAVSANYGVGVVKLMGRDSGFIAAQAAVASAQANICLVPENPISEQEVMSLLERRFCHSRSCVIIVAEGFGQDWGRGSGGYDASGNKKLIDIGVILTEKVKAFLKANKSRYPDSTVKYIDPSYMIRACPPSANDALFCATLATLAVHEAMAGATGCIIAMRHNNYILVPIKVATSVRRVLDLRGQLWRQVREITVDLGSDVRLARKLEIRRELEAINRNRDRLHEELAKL
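ADP-Glo luminescence quantified ADP after 45 min at room temperature, with 1.25 nM T. brucei PFK, 0.1 mM ATP and 0.5 mM fructose-6-phosphate in pH 8.0 TEA buffer. qHTS titrations up to 57 µM; curves classified by quality.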
FBPA coupling cs: inhibits coupling enzyme system, counter-screen for aldolase hits; coupling enzyme system counterscreen, AmpLite Red fluorescence; activity change, negative = inhibition, % at 58.2 µM, hits read low; 290,000 compounds, 0.67% hits; in the data active = activity change below about -30%; also: % is scaled to controls: 0 for no effect and ±100 for the full control effect
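Fluorescence at 525 nm excitation and 598 nm emission measured inhibition of the coupled detection system without aldolase. Compounds (at 57.5 uM final) were preincubated 10 min at room temperature with coupling enzyme reagent before a 20 min substrate/AmpLite Red step.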
VP16 counter: Gal4-VP16 reporter inhibition counter-screen; Drosophila S2 Gal4-VP16 UAS-luciferase, luminescence, 20 h; Potency, µM (top dose mostly 53.6 µM), inactives show at the top dose activity, negative = inhibition, actives largely listed as inhibitors; 310,000 compounds, 3.5% hits;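 also: Gal4-VP16 expression switched on by copper sulfate through the metallothionein promoter; potency is read from the fitted curve at half-maximal effect; % is scaled to controls: 0 for no effect and ±100 for the full control effect; nearly all actives have a fitted effect of over 50% in size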
Numbers without * were called inactive; ? = inconclusive; . = no result given; [ ] = another dose, or the depositor's remark. Unless noted, calls follow the shape of the dose curve; as a rule, active = well fitted curve in the direction sought with a large enough effect; inconclusive = small, poorly fitted or top-dose-only effect, or another doubt; inactive = no such curve, though single readings can be large; an effect the other way counts as inactive or inconclusive. Compounds were not picked by outcome. Share with any hit: about 14%.

Below each SMILES: NPC1 promoter act	Tb PFK inh	FBPA coupling cs	FLuc modulator	Rab9 prom act	RORg inh	uPA generation	ELG1 genotoxic	KCNH2 3.1 inh	VP16 counter	Giardia kill
- CCCCn1c(N)c(N(CCOC)C(=O)COC(=O)C(C)Oc2ccc(Cl)cc2)c(=O)[nH]c1=O (centres undefined)
    1%	2%	.	-1%	-1%	.	-6%	-7%	-4	.	-1
- COc1cc2[nH]c(=O)n(CCCCCC(=O)N3CCN(c4ccccn4)CC3)c(=O)c2cc1OC
    0%	-3%	-2	5%	-8%	5%	.	-13%	-3	?	-4
- CCOc1ccccc1Nc1ncccc1C(=O)O
    -2%	4%	6	-4%	2%	?	-1%	-1%	0	-3%	-17
- COc1cccc(C2C(C(=O)c3cccs3)=C(O)C(=O)N2CCCn2ccnc2)c1OC (centres undefined)
    2%	-7%	-2	0%	-1%	27%	.	-7%	.	-10%	.
- CC(NC(=O)C1CCCN1C(=O)OCc1ccccc1)c1ccccc1 (centres undefined)
    -2%	-4%	-1	-2%	-1%	3%	11%	-3%	8	1%	-20
- CC(C)(C=O)C1=CC(=O)c2ccccc2C1=O
    -30%[inhibitor]	1%	-63*	?	-34%[inhibitor]	14µM*	-11%	-8%	-11	5µM*	-6
- CS(=O)(=O)N(CC(O)Cn1c2ccccc2c2ccccc21)c1ccccc1 (centres undefined)
    -2%	5%	-2	6%	-1%	?	1%	-3%	-2	5%	-11
- CC(=O)Nc1ccc(-c2nc3cc(Cl)ccc3o2)cc1
    0.5µM*	1%	0	1.3µM*	0.79µM*	.	-9%	2.1µM*	15	.	-21
- COc1ccc(CNC(=O)COC(=O)c2cnccn2)cc1
    -2%	0%	2	-1%	5%	11%	.	3%	1	1%	-3
- CCOC(=O)C1=C(C)NC(C)=C(C(=O)OCC)C1C(=O)OCC(=O)N1CCOCC1
    .	0%	.	.	.	.	-3%	2%	2	.	-21
- CC(C)(C)NC(=O)C(c1ccsc1)N(CCc1ccccc1)C(=O)Cn1nnc2ccccc21 (centres undefined)
    0%	6%	1	8%	-7%	11%	7%	3%	-7	-8%	10
- COC(=O)c1sc(NC(=O)C2CCCO2)c(C(=O)OC)c1C (centres undefined)
    -1%	0%	3	5%	-3%	3%	0%	1%	3	0%	6
- O=C(CCN1C(=O)c2ccccc2C1=O)NC(=S)Nc1ccccc1
    -3%	-21%	-1	1%	7%	13µM*	3%	0%	1	?	-3
- COc1cc(C(=O)Oc2ccccc2/C=N/NC(=O)c2ccc(C)cc2)cc(OC)c1OC
    ?	1%	3	6µM*	?	-1%	-6%	17%	-5	-5%	19
- Cc1ccccc1CSCCNC(=O)c1ccc(N(C)S(=O)(=O)c2ccccc2)cc1
    0%	-3%	-1	-6%	-3%	1%	-10%	-9%	-42	3%	-2
- CCOC(=O)CN1CC23C=CC(O2)C(C(=O)Nc2ccc(OCC)cc2)C3C1=O (centres undefined)
    1%	5%	1	5%	-1%	2%	3%	-14%	-16	-1%	-8
- CC1CCN(S(=O)(=O)c2ccc3[nH]c(=O)c(=O)[nH]c3c2)CC1
    -3%	1%	2	1%	-3%	-13%	6%	1%	-3	-5%	-6
- CC(=O)N1c2ccc(S(=O)(=O)N3CCC(C(=O)NCc4ccc(F)cc4)CC3)cc2CC1C (centres undefined)
    -2%	-13%	-1	-1%	-5%	30%	-2%	-3%	1	24%	-25
- Cc1ccc(C2=CC(=O)C[C@H](c3ccc4c(c3)OCO4)C2)cc1
    9%	3%	.	-1%	-1%	.	-19%	1%	-6	.	-20
- Cc1ccc(C(C)C)c(OCC(=O)N2CCN(c3ncccn3)CC2)c1
    0%	3%	.	-12%	4%	.	12%	0%	-12	.	-6

Compound profiles, from the list above. Values in the order: NPC1 promoter act | Tb PFK inh | FBPA coupling cs | FLuc modulator | Rab9 prom act | RORg inh | uPA generation | ELG1 genotoxic | KCNH2 3.1 inh | VP16 counter | Giardia kill
CCOC(=O)CN1CC23C=CC(O2)C(C(=O)Nc2ccc(OCC)cc2)C3C1=O (centres undefined) in the list: 1% | 5% | 1 | 5% | -1% | 2% | 3% | -14% | -16 | -1% | -8
COc1cc2[nH]c(=O)n(CCCCCC(=O)N3CCN(c4ccccn4)CC3)c(=O)c2cc1OC in the list: 0% | -3% | -2 | 5% | -8% | 5% | . | -13% | -3 | ? | -4
COc1cccc(C2C(C(=O)c3cccs3)=C(O)C(=O)N2CCCn2ccnc2)c1OC (centres undefined) in the list: 2% | -7% | -2 | 0% | -1% | 27% | . | -7% | . | -10% | .
Cc1ccc(C2=CC(=O)C[C@H](c3ccc4c(c3)OCO4)C2)cc1 in the list: 9% | 3% | . | -1% | -1% | . | -19% | 1% | -6 | . | -20

More entries follow:
Below each SMILES: NPC1 promoter act	Tb PFK inh	FBPA coupling cs	FLuc modulator	Rab9 prom act	RORg inh	uPA generation	ELG1 genotoxic	KCNH2 3.1 inh	VP16 counter	Giardia kill
- COc1cccc(/C=N/NC(=O)CN(C)S(=O)(=O)c2ccccc2)c1OC
    19%	-1%	.	21µM*	19%	.	2%	8%	30	.	0
- CC(c1ccccc1)n1c(N2CCN(C)CC2)nc2c1c(=O)[nH]c(=O)n2C (centres undefined)
    0%	-1%	-2	0%	3%	-3%	-11%	3%	5	-4%	18
- O=C(CCC(=O)c1ccc(F)cc1)NCC1(N2CCCCC2)CCCCC1
    -3%	9%	.	-2%	0%	.	6%	-2%	-2	.	?
- CCn1c(/N=C/c2ccccc2NS(=O)(=O)c2ccc(C)cc2)nc2ccccc21
    -3%	8%	-7	0%	-4%	5%	1%	-9%	-6	-28%	13
- CCn1c(SCC(=O)N2CCN(S(=O)(=O)c3ccccc3)CC2)nnc1-c1cccs1
    -7%	0%	2	2%	-6%	?	-1%	-12%	8	-10%	25
- CCc1ccc(C2=NN(C(=O)OC)C(O)(C(F)(F)F)C2)cc1 (centres undefined)
    0.45µM*	-2%	1	2.7µM*	0.63µM*	11µM*	-46%	?	1	?	-21
- CCOC(=O)C1=C(COC(=O)CC(C)c2ccccc2)NC(=O)NC1C (centres undefined)
    -2%	-1%	.	-1%	-1%	.	-19%	0%	1	.	9
- Fc1ccc(Nc2nc3ccccc3s2)cc1
    ?	-1%	2	7.6µM*	2.5µM*	-25%	-1%	?	-1	-5%	-10
- COc1ccc2oc(C(=O)OCC(=O)NC3CC3)c(C)c2c1
    18%	-16%	.	?	13%	-1%	1%	19%	-18	10%	7
- CC(=O)c1cccc(NC(=S)NC(=O)c2ccccc2Br)c1
    6%	7%	2	17µM*	1%	11µM*	-1%	1%	-6	-84%	-1
- CCC(C)NCCOc1ccccc1C (centres undefined)
    2%	-4%	0	1%	-1%	6%	3%	-7%	5	4%	-14
- COc1ccc(CCNC(=O)C2CCCN2C(=O)Nc2ccc(Cl)cc2)cc1OC (centres undefined)
    1%	0%	0	5%	-1%	-34%[1.91 µM]	-5%	-7%	4	-5%	-20
- O=C(Nc1ncccn1)c1ccc([N+](=O)[O-])cc1Cl
    -1%	-1%	-3	0%	5%	-18%	.	-1%	.	-7%	.
- O=C(NC(=S)N(CCCCO)C1CCCCC1)c1sc2ccccc2c1Cl
    4%	0%	1	-3%	-4%	0.1µM*	-18%	-7%	6	0.89µM*	-5
- O=C(Cn1c(=O)[nH]c2ccccc2c1=O)Nc1ccc2c(c1)OCCO2
    -2%	4%	.	-1%	-1%	-19%	2%	3%	-8	3%	-2
- Cc1ccc(C(=O)NC(=O)OCCn2c(C)cnc2[N+](=O)[O-])cc1
    1%	0%	0	-3%	-1%	9%	1%	1%	4	1%	-88*
- Cc1ccccc1NC(=O)c1ccc2c(c1)N(C)CCS2
    ?	-2%	-2	11µM*	?	17%	-9%	?	-19	?	-13
- CS(=O)(=O)NCc1ccc(C(=O)O)cc1
    3%	-3%	2	-1%	16%	-20%	-1%	1%	11	13%	-13
- COc1ccc(OC)c(NC(=S)N2CCN(c3ccccn3)CC2)c1
    -3%	-3%	1	-2%	7%	-18%	5%	-1%	17	5%	-2
- Cc1cc(NC(=O)CCC(=O)N(CC(=O)NC2CCCC2)c2ccc(C(C)C)cc2)no1
    -3%	2%	-1	1%	0%	19%	-6%	-2%	-2	-2%	-7
- CCOC(=O)c1csc(NC(=O)c2cc3ccccc3o2)n1
    ?	2%	-2	3.4µM*	?	3.2µM*	?	?	1	?	?
- CCN(CC)C(=O)CSc1nnc([C@@H](NC(=O)OC(C)(C)C)C(C)C)o1
    -5%	-2%	1	1%	2%	3%	1%	1%	-2	-2%	6
